Source: PubChem (Johns Hopkins Ion Channel Center)
ANO1 block: mouse TMEM16A channel inhibition, primary screen; HEK293 TMEM16A/YFP iodide influx fluorescence, ionomycin; normalized B-score (activity score, 25-100; higher = stronger inhibition) at 10 µM; AID 588511; Q8BHY3; 1.2% of 310,000 active;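 active = ratio plate-corrected score three or more library SD toward inhibition, starting fluorescence score within five deviations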;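 note: score derived from kinetic fluorescence span divided by baseline fluorescence per well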
KCNQ1 pot: potentiates or activates the human KCNQ1 potassium channel. CHO-K1 KCNQ1, thallium flux FluxOR fluorescence; stronger effect = higher value. B-score at 10 µM. 0.35% of 310,000 active. AID 2648;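 active = fluorescence ratio B-score, a plate-corrected score, at least three library SD, with initial intensity B-score within 5 SD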
Target sequence (P51787 whole entry, looked up): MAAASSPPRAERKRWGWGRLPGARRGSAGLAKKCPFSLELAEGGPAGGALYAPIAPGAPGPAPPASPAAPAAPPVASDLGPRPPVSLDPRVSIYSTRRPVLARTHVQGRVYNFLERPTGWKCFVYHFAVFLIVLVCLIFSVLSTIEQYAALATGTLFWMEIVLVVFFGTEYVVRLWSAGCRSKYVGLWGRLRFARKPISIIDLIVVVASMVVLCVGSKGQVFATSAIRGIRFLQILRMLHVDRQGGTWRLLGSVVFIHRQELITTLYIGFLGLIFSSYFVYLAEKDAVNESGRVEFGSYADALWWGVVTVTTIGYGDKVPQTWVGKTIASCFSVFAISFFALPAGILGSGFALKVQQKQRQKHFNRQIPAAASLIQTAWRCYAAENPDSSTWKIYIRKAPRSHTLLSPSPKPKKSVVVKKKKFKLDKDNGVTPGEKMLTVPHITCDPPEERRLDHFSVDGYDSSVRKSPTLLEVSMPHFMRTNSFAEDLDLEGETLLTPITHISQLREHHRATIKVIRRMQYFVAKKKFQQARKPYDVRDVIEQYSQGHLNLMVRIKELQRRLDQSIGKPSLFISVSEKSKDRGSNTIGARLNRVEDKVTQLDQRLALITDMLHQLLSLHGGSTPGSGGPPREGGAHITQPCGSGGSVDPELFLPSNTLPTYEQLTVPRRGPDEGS
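Assay system: CHO-K1 cells stably expressing KCNQ1; Medium: assay buffer with matched DMSO; Also added: K+/Tl+ depolarizing stimulus; Dosing: single dose; Timing: dye 90 min, compound 20 min, room temperature; Measured by: kinetic FluxOR thallium fluorescence, 10-s 1-Hz baseline, 110-s post-stimulus read; Read-out: peak-minus-minimum fluorescence over initial fluorescence, negative-control normalized, B-scored.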
RGS4 block: inhibitors of human RGS4; B-score at 10 µM; HEK293 M3R/RGS4 inducible, Fluo-4 calcium flux; stronger effect = higher value; triggered by carbachol at its EC20; AID 463165; 0.45% of 310,000 active; P49798;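 active = B-score, a plate-corrected calcium signal, over three deviations above library mean, with baseline fluorescence within five deviations of library mean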;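 note: RGS4 expression induced by doxycycline in cells with stable M3 receptor; B-score is computed from the integrated fluorescence ratio over baseline after carbachol; higher B-score means a larger calcium signal and so more RGS4 inhibition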
Target sequence (P49798 whole entry, looked up): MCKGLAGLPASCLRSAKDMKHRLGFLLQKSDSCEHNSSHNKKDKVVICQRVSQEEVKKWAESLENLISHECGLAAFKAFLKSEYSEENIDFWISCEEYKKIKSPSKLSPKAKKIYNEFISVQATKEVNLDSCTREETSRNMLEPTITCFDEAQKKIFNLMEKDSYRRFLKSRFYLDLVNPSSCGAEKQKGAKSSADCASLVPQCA
KCNK3 block: human KCNK3 channel inhibition, primary screen; B-score at 10 µM; O14649; 0.84% of 340,000 active; AID 602410; CHO-KCNK3 thallium flux, FluxOR fluorescence; stronger effect = lower value;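 active = B-score under library mean minus 4 SD, starting fluorescence ratio at most library mean plus 5 SD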;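 note: more negative B-score means stronger inhibition of thallium flux through KCNK3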
RGS4 pot: RGS4 potentiation or activation; B-score at 10 µM; 0.92% of 310,000 active; AID 463111; HEK293 M3R/inducible RGS4, carbachol calcium flux Fluo4; stronger effect = lower value;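 active = B-score of the integrated calcium signal more than 4 SD below the library mean, with starting fluorescence not abnormally high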;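 note: negative B-score means reduced calcium response which marks RGS4 activation or potentiation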
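Material: Inducible-RGS4 HEK293 cells carrying M3 receptor; also added: carbachol at ECmax as muscarinic agonist stimulus; incubation: compound preincubation 20 min at room temperature before agonist; signal: Fluo4-AM (2 µM) calcium-flux fluorescence, kinetic read; measure: integrated calcium ratio converted to B score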
KCNQ1 inh: human KCNQ1 channel inhibition. P51787. CHO-K1 KCNQ1, FluxOR thallium flux fluorescence; stronger effect = higher value. B-score at 10 µM. 1.3% of 310,000 active;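 active = compounds whose thallium flux B-score, printed positive for inhibition, exceeds three library SD while starting fluorescence stays within three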;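 note: channel opened by potassium depolarization with thallium stimulus after 20 min compound exposure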
KCNK9 inh: inhibitors of human KCNK9 two-pore domain potassium channel | Q9NPC2 | HEK293 KCNK9, FluxOR thallium flux fluorescence; stronger effect = lower value | B-score at 10 µM | 1.2% of 310,000 active;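 active = ratio B-score over 3 SD below the library mean, with starting fluorescence within 5 SD of its mean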;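 note: negative B-score means less thallium flux so channel inhibition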
MrgX1 PAM: allosterically activates human MrgX1 receptor signaling | AID 588675 | Q96LB2 | 0.63% of 310,000 active | MrgX1-HEK293, Fluo-4 calcium flux, FDSS; stronger effect = higher value | B-score at 10 µM;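 active = plate-corrected calcium response at least 3 library SD above typical, normal starting fluorescence, not activating the receptor alone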;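 note: compound read alongside a low EC10 to EC30 dose of BAM8-22 agonist; peak minus trough fluorescence over baseline measured at the second addition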
MrgX1 ag: human MrgX1 receptor agonism, primary screen | B-score at 10 µM | 0.44% of 310,000 active | MrgX1-HEK293 cells, Fluo-4 calcium fluorescence, agonist mode; stronger effect = higher value | AID 588627 | Q96LB2;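 active = calcium response B-score plate-corrected fluorescence ratio at least 3 library SD, with starting fluorescence B-score inside 5 SD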
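Test system: HEK293 cells stably expressing human MrgX1 receptor; amount: 15,000 cells per well; doses: compound delivered in addition one of three; times: overnight plating before 1 h dye loading; detection: Fluo-4 NW calcium-flux fluorescence, kinetic read; read-out basis: B-scored fluorescence response ratio; controls: positive and negative controls per plate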
ANO1 activ: activates or potentiates the mouse TMEM16A chloride channel; Q8BHY3; HEK293 TMEM16A/YFP-H148Q/I152L, iodide quench fluorescence; stronger effect = lower value; B-score at 10 µM; 0.3% of 340,000 active; AID 623877;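 active = fluorescence-ratio B-score plate-corrected deviation score at least 3 library SD below zero, with starting fluorescence score within 5 deviations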;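 note: channel opened by trigger with iodide after compound preincubation; score built on the fluorescence ratio of max minus min over baseline; more negative score means more quench and so TMEM16A activation or potentiation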
hERG protect: compounds protecting human hERG from proarrhythmic drug block; CHO-hERG, FluxOR thallium flux, dofetilide IC70 present; activation (rescue from dofetilide block), less the hit threshold, % at 10 µM; 0.51% of 310,000 active; AID 1511;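 active = activation above the mean of controls blocked by dofetilide plus 5 SD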;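 note: thallium influx through hERG after potassium depolarization seen as dye fluorescence rise; in these data hits start at about 4.7%; inactives centre near -7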
Starred values were filed as active, the others as inactive; i = inactive; . = no result given. Rows were taken by chance. Share with any hit: about 6.3%.

| SMILES | ANO1 block | KCNQ1 pot | RGS4 block | KCNK3 block | RGS4 pot | KCNQ1 inh | KCNK9 inh | MrgX1 PAM | MrgX1 ag | ANO1 activ | hERG protect |
| --- | --- | --- | --- | --- | --- | --- | --- | --- | --- | --- | --- |
| O=C(CCNC(=O)c1ccc(Br)cc1)Nc1cccc(S(=O)(=O)N2CCCCCC2)c1 | i | i | i | i | i | i | i | i | i | i | -9 |
| COc1cc(NC(=O)c2sc3ncn(CC(=O)N4CCCC(C)C4)c(=O)c3c2C)cc(OC)c1OC (centres undefined) | i | i | i | i | i | i | i | i | i | i | -11 |
| CCc1ccc(C(=O)CSc2nc(N)cc(=O)[nH]2)cc1 | i | i | i | i | i | i | i | i | i | i | -9 |
| OC(COCc1ccc2c(c1)OCO2)CN1CCCCC1 (centres undefined) | i | i | i | i | i | i | i | i | i | i | 1 |
| COCc1cc(C)nc2sc(C(=O)Nc3ccccc3F)c(N)c12 | i | i | i | i | i | i | i | i | i | i | -10 |
| O=C(O)CCCCCNC(=O)c1ccccc1 | i | i | i | i | i | i | i | i | i | i | -2 |
| COc1ccc(S(=O)(=O)N2CCC(C(=O)NCc3ccncc3)CC2)cc1OC | i | i | i | i | i | i | i | i | i | i | -8 |
| Cc1cccc(C(=O)NC(=S)NCc2cccnc2)c1 | i | i | i | i | i | i | i | i | i | i | -4 |
| CC(C)CC(NC(N)=O)C(=O)NCCc1ccc(Cl)cc1 (centres undefined) | i | i | i | i | i | i | i | i | i | i | -5 |
| CCOc1ncccc1C(=O)Nc1ncc(C)s1 | i | i | i | i | i | i | i | i | i | i | -9 |
| O=C(CSC1=NCCN1)NC(c1ccccc1)c1ccccc1 | i | i | i | i | i | i | i | 13* | i | i | -10 |
| O=C(NCc1cccs1)c1ccc(CS(=O)(=O)c2ccc(Cl)cc2)o1 | i | i | i | i | i | i | i | i | i | i | -7 |
| COC(=O)C1CCN(Cc2nnc(-c3ccccc3)o2)CC1 | i | i | i | i | i | i | i | i | i | i | -2 |
| Cc1ccc(NC(=O)CN(C)C(=O)c2n[nH]c(=O)c3ccccc23)cc1 | i | i | i | i | i | i | i | i | i | i | -9 |
| O=C(CC(CC(=O)c1ccc(Br)cc1)c1cccnc1)c1ccc(Br)cc1 | i | i | i | i | i | i | i | i | i | i | -4 |
| COc1ccc(C)cc1S(=O)(=O)Nc1ccc(F)c(Cl)c1 | i | i | i | i | i | i | i | i | i | i | -13 |
| Cn1c(=O)[nH]c(=O)c2c1nc(N1CCN(Cc3ccccc3)CC1)n2CCCc1ccccc1 | i | i | i | i | i | i | i | i | i | i | 2 |
| O=S(=O)(c1cccc(-c2nnc(SCc3nc4ccccc4s3)o2)c1)N1CCOCC1 | i | i | i | i | i | i | i | i | i | i | -8 |
| O=C(CN(CC1CCCO1)C(=O)CNS(=O)(=O)c1ccccc1)NCc1ccccc1 (centres undefined) | i | i | i | i | i | i | i | i | i | i | -7 |
| COc1cccc(-n2c(COc3ccc(C)cc3)nnc2SCC(=O)O)c1 | i | i | i | i | i | i | i | i | i | . | -14 |
| O=C(CNC(=O)[C@@H]1Cc2ccccc2CN1)NCc1ccco1 | i | i | i | i | i | i | i | i | i | i | -10 |
| COc1ccc(Cl)cc1/C=C(\C#N)C(N)=O | i | i | i | i | i | i | i | i | 30* | i | -6 |
| O=C(Nc1ccc2c(c1)OCCO2)c1cc(-c2ccccc2)nc2ccccc12 | i | i | i | i | i | i | i | i | i | i | -18 |
| O=c1[nH]nc(-c2ccccc2)c2ccccc12 | i | i | i | i | i | i | i | i | i | i | -18 |
| CCOC(=O)C1=C(C)NC(C)=C(C(=O)OCC)C1C(=O)OCC(=O)N1CCC(C)CC1 | i | i | i | i | i | i | i | i | i | i | -6 |
| Nc1nc(SCC(=O)N2CCCc3ccccc32)n(-c2ccccc2)n1 | i | i | i | i | i | i | i | i | i | i | -4 |
| O=C(Nc1nnc(-c2ccc(F)cc2)s1)c1c(F)cccc1Cl | i | i | i | i | i | i | i | i | i | i | -5 |
| COc1ccc(C2=NCCn3nc4cc(C(F)(F)F)ccc4c32)cc1 | i | i | i | i | i | i | i | i | i | i | -3 |
| O=C(O)c1cccc(C(=O)Nc2cccc(NC(=O)C3CCCO3)c2)c1 (centres undefined) | i | i | i | i | i | i | i | i | i | i | -4 |
| O=C(Nc1ccc2c(c1)Cc1ccccc1-2)c1cc2ccccc2o1 | i | i | i | i | i | i | i | i | i | i | -2 |
| Cn1cnc(NCc2ccccc2)c1[N+](=O)[O-] | i | i | i | i | i | i | i | i | i | i | -7 |
| O=C(CC1(O)C(=O)Nc2cc(Cl)cc(Cl)c21)c1ccncc1 (centres undefined) | i | i | i | i | i | i | i | i | i | i | -2 |
| Cc1cc(C)c(NC(=O)c2sc3nc(C)[nH]c(=O)c3c2C)c(C)c1 | i | i | i | . | i | i | i | i | i | . | -7 |
| CCOc1ccccc1N=c1oc2cc(O)ccc2cc1C(=O)NCC1CCCO1 (centres undefined) | i | i | i | i | i | i | i | i | i | i | -9 |
| CCOc1ccc(-c2cn3ccccc3n2)cc1 | i | i | i | i | i | i | i | i | i | i | -4 |
| COc1ccc(C(=O)CSc2[nH]c(=O)cc(C(F)(F)F)c2C#N)cc1 | 25* | i | i | i | i | i | i | i | i | i | -15 |
| CSc1nc(O)c(C(c2cccc([N+](=O)[O-])c2)c2c(O)nc(SC)[nH]c2=O)c(=O)[nH]1 | i | i | i | i | i | i | i | i | i | i | -17 |
| CC12C=CC3(O1)C(C(=O)N(c1cccnc1)C3C(=O)NC1CCCCC1)C2C(=O)Nc1ccccc1 (centres undefined) | i | i | i | i | i | i | i | i | i | i | -5 |
| Cc1cc(C)nc(NS(=O)(=O)c2ccc(N3C(=O)C4CCCCC4C3=O)cc2)n1 (centres undefined) | i | i | i | i | i | i | i | i | i | i | -5 |
| Cc1ccc2nc(N(CCN(C)C)C(=O)C3=COCCO3)sc2c1 | i | i | i | i | i | i | i | i | i | i | -2 |
| CCOc1ccc(S(=O)(=O)NC(C)(C)C)cc1-c1nc2c(C(C)(C)C)nn(C)c2c(=O)[nH]1 | i | i | i | i | -10* | i | i | i | i | -14* | -13 |
| COc1ccccc1CNC(=O)Cn1cccc1C(=O)c1ccccc1 | i | i | i | i | i | i | i | i | i | i | -2 |
| Cc1ccc(NC2CCCN(C(=O)CCc3cn[nH]c3)C2)cc1C (centres undefined) | i | i | i | i | i | i | i | i | i | i | -10 |
| CC(C)(C)NC(=O)C(=O)NNC(=O)c1cccc(Br)c1 | i | 18* | i | i | i | i | i | i | i | i | 23* |
| COc1ccccc1-c1cc(-c2ccc(O)cc2)nc(N)c1C#N | i | i | i | i | i | i | i | i | i | i | -7 |
| O=C(COc1ccc(Br)cc1)NCCCn1ccnc1 | i | i | i | i | i | i | i | i | i | i | -4 |
| O=C(NCC(=O)N1CCN(c2ccccc2F)CC1)c1cccs1 | i | i | i | i | i | i | i | i | i | i | -11 |
| CC(Cc1cccs1)NC(=O)NC1CCCCC1 (centres undefined) | i | i | i | i | i | i | i | i | i | i | 3 |
| O=C(Nc1ccccc1C(=O)N1CCCCC1)c1ccccc1C(F)(F)F | i | i | i | i | i | i | i | i | i | i | -3 |
| CCN(C(=O)COc1ncnc2scc(-c3ccc(F)cc3)c12)C1CCS(=O)(=O)C1 (centres undefined) | i | i | i | i | i | i | i | i | i | i | -3 |

Next section
| SMILES | ANO1 block | KCNQ1 pot | RGS4 block | KCNK3 block | RGS4 pot | KCNQ1 inh | KCNK9 inh | MrgX1 PAM | MrgX1 ag | ANO1 activ | hERG protect |
| --- | --- | --- | --- | --- | --- | --- | --- | --- | --- | --- | --- |
| CC(C)(Cc1nc2ccccc2[nH]1)C(=O)O | i | i | i | i | i | i | i | i | i | i | -10 |
| CC(=O)c1cccc(OCC(O)CN2CCN(S(=O)(=O)c3c(F)cccc3F)CC2)c1 (centres undefined) | i | i | i | i | i | i | i | i | i | i | -3 |
| CCc1ncc(C(=O)c2ccc(OC)cc2)n1C | i | i | i | i | i | i | i | i | i | i | 2 |
| CC(/C=C/c1ccccc1)=N/NC(=O)C(O)c1ccccc1 (centres undefined) | i | i | i | i | i | i | i | i | i | i | -10 |
| CCN(C(=O)Cn1cc(C(=O)C(=O)N2CCOCC2)c2ccccc21)c1ccccc1 | i | i | i | i | i | i | i | i | i | i | -9 |
| Nc1ncnc(NC2CCS(=O)(=O)C2)c1[N+](=O)[O-] (centres undefined) | i | i | i | i | i | i | i | i | i | i | -1 |
| COC(=O)c1nnn(-c2ccc(F)c(Cl)c2)c1C(=O)OC | i | i | i | i | i | i | i | i | i | i | -5 |
| COCCNCCOc1ccccc1-c1ccccc1 | i | i | i | i | i | i | i | i | i | i | -4 |
| CN1C(=O)CSC1=Nc1cccc(Cl)c1 | i | i | i | i | i | i | i | i | i | i | -3 |
| CC(Sc1ncc(C(F)(F)F)cc1Cl)C(=O)NCC1CCCO1 (centres undefined) | i | i | i | i | i | i | i | i | i | i | -5 |
| CC(NC(=O)CC1Sc2ccccc2NC1=O)c1ccccc1 (centres undefined) | i | i | i | i | i | i | i | i | i | i | 0 |
| O=C(Nc1ccc2c(c1)CN(Cc1ccco1)CC2)C1CCCO1 (centres undefined) | i | i | i | i | i | i | i | i | i | i | -16 |
| Cc1cc(C(=O)COc2ccc3ccc(=O)oc3c2)c(C)n1C | i | i | i | i | i | i | i | i | i | i | -4 |
| Cc1onc(-c2ccccc2Cl)c1C(=O)N1C=CC(C(F)(F)F)=NCC1 | i | i | i | i | i | i | i | i | i | i | -8 |
| Cc1nc2ccc(S(=O)(=O)NCC(=O)NCc3ccc(Cl)cc3)cc2s1 | i | i | i | i | i | i | i | i | i | i | -5 |
| Cc1ccccc1OCC(=O)NCCNC(=O)c1ccccn1 | i | i | i | i | i | i | i | i | i | i | -6 |
